Source: PubChem BioAssay (National Center for Advancing Translational Sciences (NCATS))
AMA1-RON2 inh: inhibitors of Plasmodium falciparum AMA1-RON2 interaction; AlphaScreen AMA1-biotinylated RON2 peptide binding; Potency, µM (series often up to 58.2 µM), for the others: at the top dose activity change, negative = inhibition, usual class: inhibitors; actives 0.2% (n = 360,000); AID 720542;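 further: potency means the concentration at half of the fitted maximal effect; 0% = vehicle wells and -100% = peptide control; nearly all actives have a fitted effect of over 45% in size; some results filed as inactive show a strong effect at the top dose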
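AMA1 (3D7) with his tag at 25 nM final met compounds first, then biotinylated RON2 peptide at 25 nM; detection used donor plus acceptor beads, 10 µg/mL apiece, read by AlphaScreen after 30 min at room temperature.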
HCMV inh: human cytomegalovirus inhibition; HFF cells, HCMV-luciferase reporter, 72 h; active compounds read low; actives 4.5% (n = 410,000); activity change, negative = inhibition, % at 57.5 µM; AID 1259415; in the data active means activity change below about -60%; inconclusive means no clear call, values can overlap the other calls; inactive means above about -39%
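Inhibition of viral replication was scored as loss of reporter luminescence in HFFs infected with HCMV-luciferase (MOI 1 PFU/cell) for 72 h; compounds tested at 2 doses, normalized to buffer and Salinomycin controls.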
Sm TGR inh: inhibitors of Schistosoma mansoni thioredoxin glutathione reductase; Q962Y6; purified TGR, DTNB reduction, TNB absorbance 405 nm; Potency, µM (titrated, usually from 114 µM), without a hit: at the highest dose activity change, negative = inhibition, hits mostly inhibitors; actives 3% (n = 360,000); AID 485364; further: potency means the concentration at half of the fitted maximal effect; nearly all actives have a fitted effect of over 60% in size
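Kinetic colorimetric format: TGR-catalysed, NADPH-driven DTNB reduction monitored via TNB absorbance. Enzyme dispensed at 20 nM; compound exposure 15 min at room temperature before reaction start.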
AmpC detergent: AmpC beta-lactamase inhibition with detergent present | P00811 | AmpC hydrolysis of nitrocefin, absorbance 480 nm, 0.01% Triton | Potency, µM (doses to about 114 µM), for the others: at the highest dose activity change, negative = inhibition, hits mostly inhibitors | actives 0.041% (n = 370,000) | AID 485294;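 further: potency means the concentration at half of the fitted maximal effect; 0% = no-compound wells and -100% = no-enzyme wells; nearly all actives have a fitted effect of over 25% in size; some results filed as inactive show a strong effect at the top dose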
Target sequence (P00811 whole entry, looked up): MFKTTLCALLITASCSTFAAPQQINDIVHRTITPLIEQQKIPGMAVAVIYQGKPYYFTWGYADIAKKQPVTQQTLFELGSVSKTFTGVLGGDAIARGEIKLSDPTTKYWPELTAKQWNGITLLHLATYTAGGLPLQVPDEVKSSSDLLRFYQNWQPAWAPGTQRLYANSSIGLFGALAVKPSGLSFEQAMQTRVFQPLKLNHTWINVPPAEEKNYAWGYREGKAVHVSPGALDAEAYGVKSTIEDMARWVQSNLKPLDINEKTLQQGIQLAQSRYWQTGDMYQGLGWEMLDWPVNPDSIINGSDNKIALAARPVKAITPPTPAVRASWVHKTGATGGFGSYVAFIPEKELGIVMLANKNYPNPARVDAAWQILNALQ
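20 mM phosphate pH 7.0 + 0.01% (detergent screen) or 0.0001% Triton X-100; 5.3 nM AmpC reagent; cpd preinc 15 min RT; nitrocefin (800 uM stock) to start; A480 q20 s × 4 min; Activity was normalised to no-enzyme and no-compound control wells.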
FBPA Giardia inh: blocks Giardia fructose-bisphosphate aldolase activity; A8B2U2; purified Giardia FBPA; Potency, µM (doses to about 59.6 µM), without a hit: top-dose activity, negative = inhibition, most hits filed as inhibitors; actives 0.71% (n = 290,000); AID 2451; further: potency means the concentration at half of the fitted maximal effect; nearly all actives have a fitted effect of over 55% in size
Target sequence (A8B2U2 whole entry, looked up): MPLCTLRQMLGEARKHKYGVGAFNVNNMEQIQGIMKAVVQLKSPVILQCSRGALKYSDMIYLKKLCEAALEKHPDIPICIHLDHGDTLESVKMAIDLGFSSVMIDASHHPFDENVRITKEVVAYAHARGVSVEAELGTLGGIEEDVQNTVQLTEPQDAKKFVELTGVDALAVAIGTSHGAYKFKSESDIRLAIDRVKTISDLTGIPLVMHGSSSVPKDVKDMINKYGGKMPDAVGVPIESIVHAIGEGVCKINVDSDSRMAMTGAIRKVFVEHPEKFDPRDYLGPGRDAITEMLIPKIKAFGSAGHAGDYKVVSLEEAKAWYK
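Giardia FBPA (40 nM reagent) was preincubated 10 min at RT with compound (up to 57.5 uM final), then substrate plus GAPDH/TPI/NAD/arsenate coupling system with diaphorase/resazurin was added; resorufin fluorescence (525/598 nm) was read after 20 min.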
AmpC no deterg: AmpC beta-lactamase inhibition without detergent. P00811. AmpC nitrocefin hydrolysis, absorbance 480 nm, 0.0001% Triton. Potency, µM (highest dose often 57.1 µM), for inactives: at the highest dose activity change, negative = inhibition, actives largely listed as inhibitors. actives 0.52% (n = 330,000). AID 485341;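 further: potency means the concentration at half of the fitted maximal effect; plate controls were no compound for no effect and no enzyme for full effect; nearly all actives have a fitted effect of over 20% in size; some results filed as inactive show a strong effect at the top dose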
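AmpC (5.3 nM in the dispensed reagent) in 20 mM phosphate pH 7.0 with 0.01% (detergent screen) or 0.0001% Triton X-100 was preincubated with compounds for 15 min at room temperature. Nitrocefin was then added from an 800 uM solution, and hydrolysis was followed at 480 nm.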
* marks the source's active call; other numbers are inactive results; ? = inconclusive; nt = not tested or not shown; & = joins results of further samples; [ ] = remark or other dose. Unless noted, the call rests on the fitted dose curve; in most records, active means well fitted curve in the direction sought with a large enough effect; inconclusive means small, poorly fitted or top-dose-only effect, or another doubt; inactive means no such curve, though single readings can be large; an effect the other way counts as inactive or inconclusive. Unless noted, on the % scale 0 is the no-effect control and ±100 the full control effect.

1) Cc1cc(-c2ccc(C)c(S(=O)(=O)N3CCN(c4ccc(F)cc4)CC3)c2)on1
2) CCc1ccc(NC(=O)CNC(=O)Cn2c(C)cc3ccccc3c2=O)cc1
3) CCc1ccc(/C=C2\Oc3c(ccc(O)c3CN3CCN(C)CC3)C2=O)cc1
4) CN(c1ccccc1C(=O)NCc1ccccc1Cl)S(=O)(=O)c1ccccc1
5) CCOc1ccc2ccccc2c1CNCCN1CCOCC1
6) Cc1cc(OCCCn2c(CCNC(=O)C3CCCCC3)nc3ccccc32)ccc1Cl
7) COc1ccc(C(=O)O)cc1S(=O)(=O)NCc1ccccn1
8) Oc1ccccc1Nc1ccccn1
Screen / compound no. | 1 | 2 | 3 | 4 | 5 | 6 | 7 | 8
AMA1-RON2 inh | -3% | nt | 2% | -1% | 13% | nt | 5% | 7%
HCMV inh | ? | 13 | -33 | -35 | 7 | -73* | ? | 4
Sm TGR inh | -1% | 58%[activator] | -16% | 7% | -2% | -5% | -8% | 0%
AmpC detergent | -12% | -8% | 1% | -4% | -9% | 5% | -10% | 1%
FBPA Giardia inh | nt | nt | -18% | 0% | 2% | nt | -11% | 1%
AmpC no deterg | -8% | nt | 92%[activator] | 10% | -16% | nt | -20% | -15%

From compound 1 as far as 8, copied from above:
1) Cc1cc(-c2ccc(C)c(S(=O)(=O)N3CCN(c4ccc(F)cc4)CC3)c2)on1
2) CCc1ccc(NC(=O)CNC(=O)Cn2c(C)cc3ccccc3c2=O)cc1
3) CCc1ccc(/C=C2\Oc3c(ccc(O)c3CN3CCN(C)CC3)C2=O)cc1
4) CN(c1ccccc1C(=O)NCc1ccccc1Cl)S(=O)(=O)c1ccccc1
5) CCOc1ccc2ccccc2c1CNCCN1CCOCC1
6) Cc1cc(OCCCn2c(CCNC(=O)C3CCCCC3)nc3ccccc32)ccc1Cl
7) COc1ccc(C(=O)O)cc1S(=O)(=O)NCc1ccccn1
8) Oc1ccccc1Nc1ccccn1
Screen / compound no. | 1 | 2 | 3 | 4 | 5 | 6 | 7 | 8
AMA1-RON2 inh | -3% | nt | 2% | -1% | 13% | nt | 5% | 7%
HCMV inh | ? | 13 | -33 | -35 | 7 | -73* | ? | 4
Sm TGR inh | -1% | 58%[activator] | -16% | 7% | -2% | -5% | -8% | 0%
AmpC detergent | -12% | -8% | 1% | -4% | -9% | 5% | -10% | 1%
FBPA Giardia inh | nt | nt | -18% | 0% | 2% | nt | -11% | 1%
AmpC no deterg | -8% | nt | 92%[activator] | 10% | -16% | nt | -20% | -15%

Remaining list, next part:
9) Cc1ccc2nc(SCC(=O)Nc3ccc4c(c3)OCCO4)nc(=O)n2c1
10) CCOC(=O)N1CCN(Cc2cn[nH]c2-c2cccc3ccccc23)CC1
11) NC(=O)CC(NC(=O)c1ccccc1)c1ccc(NC2CCN(Cc3ccccc3)CC2)c([N+](=O)[O-])c1 (stereo unspecified)
12) CCOc1ccc(-n2c(SCc3nc(-c4ccccc4C)no3)nnc2-c2ccccc2)cc1
13) C[C@@H]1CN([C@@H](C)CO)C(=O)Cc2cc(NS(=O)(=O)c3cn(C)cn3)ccc2O[C@@H]1CN(C)C(=O)Nc1ccccc1
14) CCc1cccc(NC(=O)CCNS(=O)(=O)c2ccc3c(c2)CCN3C(C)=O)c1
15) CC(C)(C)[C@H]1C=C(C(=O)N2CCOCC2)O[C@@H](OCc2ccc(CO)cc2)C1
16) Cc1ccc2nc(N3C(=O)C(O)=C(C(=O)c4ccco4)C3c3ccc(C)o3)sc2c1 (stereo unspecified)
Screen / compound no. | 9 | 10 | 11 | 12 | 13 | 14 | 15 | 16
AMA1-RON2 inh | -10% | -7% | -13% | nt | -1% | nt | 7% | 8%
HCMV inh | 8 | 8 | -4 | 5 | 2 | -4 | -3 | -21
Sm TGR inh | 7% | -9% | 1% | -1% | nt | -4% | -12% | 32µM*
AmpC detergent | 4% | -6% | -10% | 14% | nt | 5% | -5% | 5%
FBPA Giardia inh | nt | 2% | 9% | nt | nt | nt | 5% | -8%
AmpC no deterg | -11% | 72%[activator] | 6% | nt | -2% | nt | 50% | -47%

17) CC(=O)c1cccc(NC(=O)Cn2cnc(S(=O)(=O)N3CCc4ccccc43)c2)c1
18) N#Cc1ccccc1Sc1ccccc1N
19) CC(=O)OCC1=C(C(=O)O)N2C(=O)C(NC(=O)c3ccc(COc4ccc(Cl)cc4)o3)C2SC1 (stereo unspecified)
20) CN(c1cccc(NC(=O)CN(c2cccc(Cl)c2)S(=O)(=O)c2ccc(Cl)cc2)c1)S(C)(=O)=O
21) COc1ccc(S(=O)(=O)NCC(c2cccnc2)N2CCN(c3ccccc3OC)CC2)cc1C (stereo unspecified)
22) COCCN(C(=O)c1ccco1)c1nnc(-c2ccc(F)cc2)s1
23) COc1ccc(OC)c(S(=O)(=O)NCCc2csc(-c3cccnc3)n2)c1
24) COc1ccc(O)c(/C=N/NC(=S)NCCc2ccccc2)c1
Screen / compound no. | 17 | 18 | 19 | 20 | 21 | 22 | 23 | 24
AMA1-RON2 inh | -2% | 16% | 2% | -5% | -6% | 27% | 9% | 52%[activator]
HCMV inh | -36 | 12 | 41 | -40 | -9 | -1 | 0 | -19
Sm TGR inh | 1% | 1% | 22µM* | 0% | 0% | nt | 0% | -19%
AmpC detergent | -12% | 0% | -3% | ? | -6% | -1% | -5% | -11%
FBPA Giardia inh | -8% | 0% | -2% | -3% | -9% | -6% | 3% | 13%
AmpC no deterg | -2% | -33% | -9% | -13% | 114%[activator] | 65%[activator] | 1% | -45%

25) O=C(NCCc1cccs1)C1CC(c2ccccc2F)=NO1 (stereo unspecified)
26) COc1ccc(OCc2nnc(SCc3ccc(C(=O)O)cc3)o2)cc1
27) CC(=O)Nc1cccc(C(=O)/C=C/c2ccco2)c1
28) Cc1cccc(OCC(=O)Nc2ccc3c(C)cc(=O)oc3c2)c1
29) Cc1ccccc1NC(=O)CSc1nnc2ccc(-c3ccccn3)nn12
30) Cc1cc(C)cc(NC(=O)C2CCN(S(=O)(=O)c3ccc4c(c3)NC(=O)C(C)S4)CC2)c1 (stereo unspecified)
31) O=c1c2ccccc2nc(/C=C/c2cccc3ccccc23)n1-c1ccccc1Cl
32) O=c1c2ccccc2[nH]c(=S)n1CCCN1CCN(C2CCCCC2)CC1
Screen / compound no. | 25 | 26 | 27 | 28 | 29 | 30 | 31 | 32
AMA1-RON2 inh | -4% | -8% | -12% | -5%[2.32 µM] | 0% | -11% | nt | 1%
HCMV inh | -2 | -20 | -17 | 13 | -37 | ? | ? | 13
Sm TGR inh | 1% | 15% | 28µM* | -6% | -4% | -2% | 6% | 1%
AmpC detergent | -3% | 0% | 4% | ? | -3% | 3% | 7% | -2%
FBPA Giardia inh | 2% | 9% | -7% | 11% | nt | 3% | nt | -1%
AmpC no deterg | 6% | -1% | -9% | -29% | -7% | -30% | nt | -29%

33) CC(=O)c1cccc(NC(=O)[C@H](Cc2ccccc2)N2Cc3ccccc3C2=O)c1
34) Cc1c(C(=O)Nc2c(F)cccc2F)sc2ncnc(N3CCN(c4ccccc4)CC3)c12
35) Cn1cc(S(=O)(=O)c2cccc(Cl)c2)c(=O)c2cc(F)c(N3CCN(c4ccc(F)cc4)CC3)cc21
36) CC(C)OC(=O)c1c(NC(=O)C2CC=CCC2C(=O)O)sc2c1CCCCC2 (stereo unspecified)
37) Cc1ccc(C)c(NC(=O)CSc2nnc(-c3cc4occc4n3C)n2-c2ccccc2C)c1
38) COc1cc(C(=O)N/C(=C\c2cn(C)c3ccccc23)C(=O)NCCCO)cc(OC)c1OC
39) CCOc1ccc(CCNC(=O)CSCC(=O)Nc2cccc(C)c2)cc1OCC
40) Cc1ccc(NC(=O)CCN2C(=O)C3CC=CCC3C2=O)cc1Cl (stereo unspecified)
Screen / compound no. | 33 | 34 | 35 | 36 | 37 | 38 | 39 | 40
AMA1-RON2 inh | nt | -9% | nt | 15% | nt | 0% | 1% | 15%
HCMV inh | 16 | -38 | -40 | 7 | -38 | -19 | -29 | 9
Sm TGR inh | 9% | -4% | 1% | -23% | 4% | 7% | 3% | -10%
AmpC detergent | -14% | -3% | -3% | 0% | 13% | -7% | 0% | -16%
FBPA Giardia inh | nt | -12% | nt | 13% | nt | -4% | nt | nt
AmpC no deterg | nt | 2% | nt | -34% | nt | 57% | 24% | -8%

41) CC(C)(C)CN1CCC(Oc2cccc(C(=O)N3CCC[C@H]3CO)c2)CC1
42) COCCNc1nc(Cl)c(C#N)s1
43) COc1ccc(C)cc1NC(=O)CCNC(=O)Cn1ccc2ccccc2c1=O
44) Cc1ccc(CNC(=O)c2ccc(CNS(=O)(=O)c3ccc4c(c3)C(C)(C)C(=O)N4C)cc2)o1
45) Cc1ccc(NC(=O)[C@H](NC(=O)[C@@H]2Cc3ccccc3CN2)c2ccccc2)cc1
46) COc1ccc(Oc2cccc(Cl)c2CNC(=O)CC(C)(C)CC(=O)O)cc1
47) O=C(NCC(=O)N1CCN(C(=O)c2ccco2)CC1)c1ccccc1
48) CCC(=O)NC(c1ccc(Cl)cc1Cl)c1ccc2cccnc2c1O (stereo unspecified)
Screen / compound no. | 41 | 42 | 43 | 44 | 45 | 46 | 47 | 48
AMA1-RON2 inh | 7% | 10% | 0% | 3% | 54%[activator] | 9% | 23% | 8%
HCMV inh | -31 | 23 | -11&15 | 70 | nt | -3 | 41 | -103*
Sm TGR inh | -8% | -1% | 1%&1% | 50µM* | 3% | 1% | 3% | 0%
AmpC detergent | -4% | 11% | 3%&6% | -9% | 1% | ? | -3% | -11%
FBPA Giardia inh | 2% | 3% | 0% | -6% | nt | 14% | nt | ?
AmpC no deterg | 2% | -10% | -5% | -10% | 10% | -22% | 26% | -17%

49) O=C(N/N=C/c1c[nH]c2ccccc12)c1ccccc1O
50) CCS(=O)(=O)NCCCCc1ccccc1
51) CN(C)S(=O)(=O)c1ccc(C(=O)OCC2CCCO2)cc1 (stereo unspecified)
52) Cc1cc(=O)oc2cc(NC(=O)C3COc4ccccc4O3)ccc12 (stereo unspecified)
53) Cc1ccc(NC(=O)COC(=O)COc2cccc3c2OC(C)(C)C3)c(C)c1
54) CCN(C(=O)CCn1cnc2onc(-c3ccc(F)cc3)c2c1=O)c1ccc(OC)cc1
55) Cc1cc(NC(=O)CSc2nnnn2-c2cc(Cl)ccc2C)no1
56) Cc1nc(-c2ccccc2)sc1C(=O)CSc1ccc(F)cc1
Screen / compound no. | 49 | 50 | 51 | 52 | 53 | 54 | 55 | 56
AMA1-RON2 inh | 86%[activator] | 0% | 1% | -6% | -11% | nt | 6% | 56%[activator]
HCMV inh | 76 | 12 | 14 | -39 | -3 | 3 | 23 | 6
Sm TGR inh | 6% | 0% | -21% | 3% | 2% | 4% | 8% | -8%
AmpC detergent | -3% | ? | -9% | -7% | -12% | 17% | -4% | 0%
FBPA Giardia inh | 5% | 0% | 9% | 0% | nt | nt | -6% | -3%
AmpC no deterg | -44% | -6% | 1% | -28% | -1% | nt | -14% | ?
